Compound activity (PubChem BioAssay)
TRAIL sens C8 – caspase-8 TRAIL sensitization. NB7+C8 cells + TRAIL, ATPlite viability luminescence. inhibition (viability loss, TRAIL sensitization), % at 10 µM. hit rate 1% among 360,000. AID 624354;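 active = compounds causing at least 50% loss of cell viability in the single-dose screen, relative to plate controls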
SRC2 inh – human SRC2 (NCOA2) inhibition | HEK293 GAL4-SRC2 luciferase reporter, luminescence | inhibition, % at 9 µM | hit rate 0.17% among 370,000 | AID 651957;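 active = inhibition above the mean inhibition of all tested compounds plus 3 SD, set per campaign, cut at about 52% in these data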;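 note: 0% = DMSO treated cells and 100% = cells given Gossypol at 36 µM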
NR5A2 inv ag – suppresses constitutive activity of human LRH-1 | O00482 | HEK293T StAR-luciferase reporter, LRH-1 transfected, 24 h | inhibition, % at 3.6 µM | hit rate 0.13% among 360,000 | AID 602396;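 active = inhibition above the mean inhibition of all tested compounds plus 3 SD, cut at about 73% in these data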;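 note: 0% = DMSO wells and 100% = reporter-only cells lacking LRH-1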
NOD2 RIPK2 PPI – NOD2-RIPK2 protein interaction inhibition. O43353. CHO BLA complementation NOD2-RIPK2, CCF4 ratio. inhibition, % at 4.98 µM. hit rate 0.38% among 360,000; in the data active = inhibition above about 21%;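 note: 0% = vehicle only and 100% = reference blocker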
NCOA1 inh – inhibitors of human steroid receptor coactivator 1 (SRC1); hit rate 0.12% among 360,000; Q15788; inhibition, % at 3.6 µM; HEK293 GAL4-SRC1 luciferase reporter, luminescence; AID 588354;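 active = inhibition above the campaign mean plus 3 SD, with each screening campaign given its own cutoff, cut at about 60% in these data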;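 note: 0% = DMSO treated cells and 100% = gossypol at 36 µM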
LMP1 NFkB inh – Epstein-Barr LMP1 NF-kappaB reporter inhibition | LMP1-induced NF-kappaB luciferase reporter cells, luminescence | inhibition, % at 12.5 µM | hit rate 0.69% among 350,000 | AID 504558; in the data active = inhibition above about 41%;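 note: 0% = neutral control wells and 100% = reference inhibitor control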
TLR9-MyD88 inh – TLR9-MyD88 interaction inhibition | inhibition, % at 4.98 µM | CHO BLA complementation TLR9-MyD88, CCF4 FRET ratio | Q9NR96+Q99836 | hit rate 0.21% among 340,000;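 active = inhibition above the mean over all tested compounds plus 3 SD, cut at about 21% in these data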;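 note: 0% = DMSO only wells and 100% = clavulanate BLA inhibitor control wells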
Target sequence (Q99836 whole entry, looked up): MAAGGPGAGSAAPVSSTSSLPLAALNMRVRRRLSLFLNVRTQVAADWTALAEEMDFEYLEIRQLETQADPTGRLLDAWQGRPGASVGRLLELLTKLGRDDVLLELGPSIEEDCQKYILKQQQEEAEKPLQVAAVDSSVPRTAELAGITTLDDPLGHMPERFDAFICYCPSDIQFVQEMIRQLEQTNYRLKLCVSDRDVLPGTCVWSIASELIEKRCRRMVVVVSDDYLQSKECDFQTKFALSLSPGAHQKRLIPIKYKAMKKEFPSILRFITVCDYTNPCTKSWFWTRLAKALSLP
Target sequence (Q9NR96 whole entry, looked up): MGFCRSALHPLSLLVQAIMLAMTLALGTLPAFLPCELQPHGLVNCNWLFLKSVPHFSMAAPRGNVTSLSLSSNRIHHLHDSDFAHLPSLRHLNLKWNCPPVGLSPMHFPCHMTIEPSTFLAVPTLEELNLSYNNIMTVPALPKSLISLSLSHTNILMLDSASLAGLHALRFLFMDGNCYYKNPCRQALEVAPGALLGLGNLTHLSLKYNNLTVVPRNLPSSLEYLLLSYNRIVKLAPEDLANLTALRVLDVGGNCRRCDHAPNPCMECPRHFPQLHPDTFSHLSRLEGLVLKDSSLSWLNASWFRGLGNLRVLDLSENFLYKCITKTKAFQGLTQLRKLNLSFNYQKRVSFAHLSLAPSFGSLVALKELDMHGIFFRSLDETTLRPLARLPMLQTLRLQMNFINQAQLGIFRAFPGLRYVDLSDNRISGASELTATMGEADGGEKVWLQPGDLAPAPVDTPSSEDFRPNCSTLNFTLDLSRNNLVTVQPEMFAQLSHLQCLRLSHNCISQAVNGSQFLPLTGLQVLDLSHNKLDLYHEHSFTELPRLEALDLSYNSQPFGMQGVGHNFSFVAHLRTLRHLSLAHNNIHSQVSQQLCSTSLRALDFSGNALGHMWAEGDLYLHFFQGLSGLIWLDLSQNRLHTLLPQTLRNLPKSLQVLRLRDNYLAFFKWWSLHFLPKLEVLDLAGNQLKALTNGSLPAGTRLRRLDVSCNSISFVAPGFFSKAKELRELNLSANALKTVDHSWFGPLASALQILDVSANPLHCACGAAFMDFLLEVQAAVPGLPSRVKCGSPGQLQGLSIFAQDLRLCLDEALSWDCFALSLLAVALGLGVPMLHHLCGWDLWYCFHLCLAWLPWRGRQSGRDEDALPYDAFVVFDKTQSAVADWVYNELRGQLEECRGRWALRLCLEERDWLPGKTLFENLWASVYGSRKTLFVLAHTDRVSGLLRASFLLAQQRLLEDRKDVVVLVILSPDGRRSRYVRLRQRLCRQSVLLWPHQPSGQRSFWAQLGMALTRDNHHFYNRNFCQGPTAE
Vif inh – inhibitors of HIV Vif; HEK293T cells, Vif self-association by quenched fluorescence, imaging, 24 h; inhibition, % at 7.49 µM; hit rate 0.35% among 340,000; in the data active = inhibition above about 50%, passing the limit was not always enough; note: some results filed as inactive read as strong as hits
NR2F2 inh – blocks human COUP-TFII nuclear receptor | inhibition, % at 8.6 µM | AID 686940 | hit rate 0.7% among 370,000 | HEK293T NGFI-A luciferase reporter, luminescence;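 active = inhibition above a per-plate cutoff, mean inhibition of test wells between control levels plus 3 SD, cut at about 38% in these data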;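 note: cells cotransfected with COUP-TFII expression vector driving the NGFI-A reporter; 0% = median of COUP-TF2 test wells and 100% = reporter-only cells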
TROY NFkB inh – TROY signaling inhibition; Q293 LMP1-TROYcd NF-kB luciferase reporter, 4 h; inhibition, % at 10 µM; hit rate 0.98% among 360,000; AID 1347056;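 active = compounds whose plate-normalised and pattern-corrected inhibition of the luciferase reporter signal at the single screening dose is 50% or more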
NCOA3 inh – inhibitors of human steroid receptor coactivator 3 (SRC3) | HEK293 GAL4-SRC3 luciferase reporter, luminescence | inhibition, % at 3.6 µM | hit rate 0.17% among 360,000;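 active = inhibition above a per-campaign cutoff, the mean of all compounds plus 3 SD, cut at about 60% in these data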;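 note: 0% = DMSO-treated cells and 100% = gossypol-treated cells at 36 µM; higher means less SRC3-driven luciferase light from the GAL4 reporter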
Active calls of the source: *; . = not tested or not shown.

SMILES	TRAIL sens C8	SRC2 inh	NR5A2 inv ag	NOD2 RIPK2 PPI	NCOA1 inh	LMP1 NFkB inh	TLR9-MyD88 inh	Vif inh	NR2F2 inh	TROY NFkB inh	NCOA3 inh
CCCN(CC(=O)Nc1ccc(C(N)=O)cc1)CC(=O)Nc1ccccc1C	-1	-15	44	2	16	-13	-8	2	16	-2	4
CCCc1nc2ccc(NC(=O)c3ccco3)cc2c(=O)n1Cc1ccccc1Cl	1	-21	-14	-2	0	7	-4	-9	-6	-3	3
CCC(=O)Nc1ccc(C(=O)NNC(=O)c2cccc(C)c2)cc1	5	3	-11	-2	-2	4	1	-9	12	2	6
FC(F)(F)c1nc(=S)c2ccccc2[nH]1	-1	1	-5	-1	2	-4	-17	-2	-8	-2	1
O=C(Nc1nccs1)C1Cc2ccccc2CN1S(=O)(=O)c1ccc(F)cc1 (stereo not drawn)	27	-33	-79	-3	-113	-20	-12	-8	-45	-18	-76
COc1ccc(NC(=O)c2csc3c2CCCCC3)c(OC)c1	-4	4	-19	0	-9	3	2	-1	-26	-7	-10
O=S(=O)(Nc1ccccn1)c1ccc(Br)cc1	0	-10	7	-5	-17	3	0	-2	2	20	-1
Cc1ccc(C2=NOC(=O)/C2=C\C=C\c2ccccc2)cc1	7	-14	2	7	-38	13	5	-1	-13	34	4
CC(C)(C)C1(C)OC(C(N)=O)C(C(N)=O)O1 (stereo not drawn)	2	1	-8	1	-19	-9	2	-6	-6	-5	-21
CNS(=O)(=O)c1cccc(C(=O)OC2CCCCC2=O)c1 (stereo not drawn)	4	-31	-2	-16	-10	-2	-6	3	-14	6	12
Cc1nnc2c(-c3ccccc3)nc3ccccc3n12	7	-5	-8	0	-8	-9	-6	7	5	10	10
Cc1nonc1C1CCCN1Cc1nc(-c2ccccc2Cl)oc1C (stereo not drawn)	13	19	-4	-7	-13	-4	-1	2	-8	-1	11
Cc1ccc2nc(-c3ccccc3N)[nH]c2c1	33	-37	-154	6	-115	-14	1	2	-21	-1	-102
O=C(CCc1nc2ccccc2s1)NC1CCOC1=O (stereo not drawn)	-7	-36	6	-5	-6	-9	12	0	2	9	6
COc1ccc(/C=C(/NC(=O)c2ccccc2)C(=O)N/N=C/c2ccncc2)cc1	-5	9	-12	3	4	3	-7	18	-14	-2	-4
COc1ccc(CNC(=O)CN(c2ccc(C(C)=O)cc2)S(=O)(=O)c2ccc(C)cc2)cc1OC	3	8	2	-7	-22	-6	-5	6	16	-3	-23
C(=N\n1cnnc1)/c1ccc(OCc2cccc3ccccc23)cc1	-10	-13	-75	11	-58	-8	4	-5	-19	-71	-52
CCCS(=O)(=O)c1c(S(=O)(=O)CCC)c2c(C)cccn2c1C(=O)OC	-12	-7	8	1	6	-4	-2	0	16	-26	3
CCC1(c2ccc(F)cc2)NC(=O)N(CC(=O)NCc2ccc(F)cc2)C1=O (stereo not drawn)	-3	4	11	3	9	0	9	-16	9	3	10
O=[N+]([O-])c1ccc(O)c(/C=N/Nc2nn[nH]n2)c1	-7	7	17	-7	14	8	-3	25	-3	-31	-22
COc1cc(C2Nc3ccccc3C(=O)N2c2ccccc2)ccc1O (stereo not drawn)	15	-37	-31	-3	-48	-3	-9	4	-28	-33	-69
Nc1ncnn1Cc1ccccc1	-8	1	3	-4	-17	1	6	5	3	2	-1
CCN1CCN(C2CCCCC2NS(=O)(=O)c2ccc(Cl)cc2)CC1 (stereo not drawn)	2	.	-6	-19	-1	-2	-5	2	.	0	-11
COc1coc(/C=C/C(=O)O)cc1=O	3	-2	8	-3	3	1	-1	2	-4	13	23
COc1ccc(S(=O)(=O)Nc2c(O)ccc3ccccc23)cc1OC	9	-36	16	-3	-54	2	2	-16	-15	-5	-14
O=c1cc2oc3cc(O)c(O)cc3c(-c3ccccc3O)c-2cc1O	-9	.	2	8	1	12	-8	12	.	4	-8
C=CCOCCN1C(=O)C2C(c3ccccc3)C=CC(c3ccccc3)C2C1=O (stereo not drawn)	3	10	-7	6	-24	6	2	-5	-4	4	7
CC(CCc1ccccc1)NC(=O)CSc1ccccn1 (stereo not drawn)	-14	-17	-15	0	4	-1	8	23	-12	9	3
COc1ccccc1OCCCC(=O)Nc1nccs1	4	-56	-82	12	-44	-5	-7	-5	-9	-59	-50
O=c1nc(-c2ccccc2Cl)c2cc(F)ccc2[nH]1	-11	-29	4	6	-2	10	3	-5	5	20	-5
COCCNS(=O)(=O)c1ccc(C2CNC(=O)C2)cc1 (stereo not drawn)	-13	-4	9	4	-43	2	-6	7	-5	-12	4
O=C(/C=C/c1ccccc1[N+](=O)[O-])NCCCN1CCCC1=O	12	-28	-11	4	-27	5	5	-5	-7	-28	5
CCCC(=O)Nc1ccc(-c2cnc(-c3ccc(NC(=O)CCC)cc3)nc2)cc1	14	7	-12	13	-1	0	-3	-3	0	-12	17
CCc1nc(C)cn1S(=O)(=O)c1cc(F)ccc1OC	-9	6	7	2	9	-1	-5	2	7	9	8
O=C(Nc1ccc(F)cc1)c1cc(S(=O)(=O)N2CCCCC2)cs1	10	13	27	2	11	6	0	-6	27	25	14
COc1ccc(NC(=O)c2nc[nH]c2C(=O)Nc2ccccc2C)cc1	10	-8	-2	-18	-10	-10	-11	41	3	18	-20
CC(=O)c1cc(-c2ccccc2)n(CCC(=O)NC(C)(C)C)c1C	5	.	-7	1	13	8	-3	0	.	16	12
Cc1onc(-c2c(F)cccc2Cl)c1C(=O)OCC(=O)c1c[nH]c2ccccc12	5	-15	14	3	-10	1	1	0	-1	28	-4
O=C(Nc1cnn(Cc2ccccc2)c1)NC12CC3CC(CC(C3)C1)C2	7	0	-13	5	-13	-4	-2	3	3	-31	1
CCC(=O)NC(=S)Nc1ccc(NC(=O)COc2ccc([N+](=O)[O-])cc2)cc1	-6	-8	-2	2	5	-7	-10	1	12	11	-4
c1ccc(C2=Nc3cccnc3C(c3ccccc3)=NN2)cc1	-1	-2	0	-6	11	2	2	13	14	9	-7
CCn1c(SCC(=O)Nc2cc(C)on2)nc2c([nH]c3ccccc32)c1=O	-4	-14	-4	0	2	9	-1	13	-7	-1	10
COc1ccccc1Nc1nnc(SCc2cc(=O)n3cc(C)ccc3n2)s1	-8	-1	8	-11	-20	3	9	-9	7	27	-6
Cn1nnnc1SCc1nnc(-c2ccc(F)cc2)o1	6	-69	-54	-14	-15	-8	8	16	0	0	0
CCOC(=O)c1c(S(=O)(=O)Nc2ccc(F)cc2C)c(C)n(C)c1C	-3	14	-9	-5	-29	-18	-2	-3	4	-12	15
CC1(C)NC(=O)N(CCCSc2ccc(Cl)cc2)C1=O	13	-5	6	-10	-15	5	-5	.	8	-5	11
CC(=O)c1c(C)[nH]c(C(=O)OCC(=O)NCCC(C)C)c1C	23	25	20	-18	21	22	6	-3	20	7	2
O=C1CC(=O)C(n2cncn2)C(c2c(F)cccc2Cl)C1 (stereo not drawn)	-13	-15	4	0	-20	-2	5	-5	1	20	-8
CC(=O)Nc1ccc(S(=O)(=O)N(C)c2ccccc2)cc1	3	-7	-11	-7	-16	-9	-9	5	2	-3	14
COC(=O)Cc1ccc(NC(=S)Nc2ccc(N3CCOCC3)cc2)cc1	3	14	5	-6	-8	3	-7	12	-8	30	15

Reprinted from the part before: three entries; new compounds follow.
SMILES	TRAIL sens C8	SRC2 inh	NR5A2 inv ag	NOD2 RIPK2 PPI	NCOA1 inh	LMP1 NFkB inh	TLR9-MyD88 inh	Vif inh	NR2F2 inh	TROY NFkB inh	NCOA3 inh
O=C1CC(=O)C(n2cncn2)C(c2c(F)cccc2Cl)C1 (stereo not drawn)	-13	-15	4	0	-20	-2	5	-5	1	20	-8
CC(=O)Nc1ccc(S(=O)(=O)N(C)c2ccccc2)cc1	3	-7	-11	-7	-16	-9	-9	5	2	-3	14
COC(=O)Cc1ccc(NC(=S)Nc2ccc(N3CCOCC3)cc2)cc1	3	14	5	-6	-8	3	-7	12	-8	30	15
O=c1c2c3c(sc2ncn1/N=C/c1ccc([N+](=O)[O-])o1)CCCC3	31	-13	6	10	-3	-77	0	16	2	13	6
CN(C)C1(CNC(=O)C2CCN(S(=O)(=O)c3c(Cl)cccc3Cl)CC2)CCCCC1	5	15	7	-17	8	-2	0	2	-14	-16	-12
Cc1ccc(S(=O)(=O)Nc2nc(C)c(C(=O)Nc3ccccc3)s2)cc1	12	-13	-3	-9	-7	6	-2	2	17	-14	10
CC1CCN(C(=O)CSc2nc3ccccc3s2)CC1	-10	-28	-82	-1	-103	-3	4	-7	-48	-75	-80
CCCN(CCC)CCCNC(=S)Nc1ccc2nc(N3CCN(C)CC3)cc(C)c2c1	-9	-19	17	15	-5	-12	5	5	14	7	-1
Cc1nn(-c2ccc(C(=O)O)cc2)c(C)c1Cl	-4	10	-4	-7	3	-5	3	-1	-1	-3	9
Cc1cc(N(C)C(=O)c2ccc3c(c2)S(=O)(=O)c2cc(Cl)ccc2C3=O)c(C(F)(F)F)o1	17	-1	-15	-13	4	5	-9	-15	9	-1	-7
CCN(CC)c1ccc(C(=O)Nn2cnc3ccccc3c2=O)cc1	-4	-46	-32	5	-22	-4	-4	.	-28	44	-27
CC(=O)Nc1ccc(NC(=O)CSc2nnc(NC(=O)C3CC(=O)N(c4ccccc4)C3)s2)cc1 (stereo not drawn)	-8	-9	-7	6	-43	0	-1	-6	-2	-18	4
Cc1ccc(S(=O)(=O)Nc2ccc(F)cc2)cc1C(=O)N1CCOCC1	-8	-6	8	-7	5	-1	-8	2	2	6	3
CN(CC(=O)NCCc1ccc(S(N)(=O)=O)cc1)CC(=O)Nc1ccc(Cl)c(C(F)(F)F)c1	0	15	22	-10	8	-2	5	-11	24	28	9
Cn1c(SCc2ccccc2)nnc1-c1cnccn1	-12	-38	-13	-3	-49	-20	-5	-3	-38	-27	-37
CC(C)N(Cc1nc(-c2ccccc2)no1)C(=O)C1CCCCC1	11	-19	9	-4	-1	0	-10	-10	-12	-5	1
Cc1ccc(NC(=O)Nc2nnc([C@@H]3C[C@H](O)[C@@H](CO)O3)s2)cc1	0	23	-11	-6	-30	.	.	-5	-14	-15	-4
O=C(CN1C(=O)c2cccc3cccc1c23)N1CCc2ccccc2C1	5	12	4	6	3	6	11	-22	22	9	8
CC1(C(=O)NS(=O)(=O)c2cccc(OC(F)F)c2)CCN1C(=O)C/C=C/c1ccccc1 (stereo not drawn)	-19	-5	5	9	-8	.	.	-3	-2	1	-14
O=C(NCCC(=O)N1CCCC(C(F)(F)F)C1)c1ccc(Br)cc1 (stereo not drawn)	6	-18	-4	-6	33	7	4	0	-3	15	2
O=C1NC(Cc2ccccc2)c2nc3ccc(F)cc3c(=O)n2-c2cc3ccccc3cc21 (stereo not drawn)	5	-23	30	3	-5	13	4	-1	15	22	4
O=C(Nc1ccc(Br)cc1)c1cccnc1N1CCOCC1	-3	7	8	-3	20	-2	2	-3	-1	-2	-8
CN(C)CCN(Cc1ccccc1)C(=O)c1[nH]c(C(F)(F)F)nc1-c1ccccc1	11	-8	2	-3	-14	.	.	-6	6	10	16

A portion of the library, so the mix of outcomes need not match the whole.
